PGK inhibitor – inhibitors of T. brucei phosphoglycerate kinase; P07378; PGK/GAPDH coupled, Kinase-Glo luminescence, 60 min; Potency, µM (series often up to 57.5 µM), for inactives: at the top dose activity change, negative = inhibition, usual class: inhibitors; actives 0.043% (n = 380,000); AID 602233; further: potency means the concentration at half of the fitted maximal effect; on the % scale 0 is the no-effect control and ±100 the full control effect; nearly all actives have a fitted effect of over 60% in size
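Recombinant glycosomal PGK reaction used 1,3-bisphosphoglycerate generated in-well by GAPDH (100nM final) in 100mM TEA pH 7.6, 5mM MgCl2, 0.01% Tween-20. After 60 minutes at room temperature, ATP was read by Kinase-Glo Plus luminescence end-point.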
BLM inh – blocks DNA unwinding by human BLM helicase; P54132; actives 0.2% (n = 350,000); recombinant BLM DNA unwinding, fluorescence dequenching; Potency, µM (highest dose often 56.1 µM), for the others: at the top dose activity change, negative = inhibition, most hits filed as inhibitors;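 further: potency means the concentration at half of the fitted maximal effect; plate controls were vehicle for no effect and no enzyme for full effect; nearly all actives have a fitted effect of over 35% in size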
Anesthetic bind – candidate novel general anesthetic via apoferritin binding; P02791; apoferritin/1-aminoanthracene competitive binding, fluorescence; Potency, µM (highest dose often 77.5 µM), without a hit: at the highest dose activity change, negative = displacement, actives largely listed as inhibitors; actives 0.074% (n = 350,000); AID 485281; further: potency means the concentration at half of the fitted maximal effect; on the % scale 0 is the no-effect control and ±100 the full control effect; nearly all actives have a fitted effect of over 20% in size
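Probe: 1-aminoanthracene (50% saturated, PBS). Protein: horse-spleen apoferritin, 10 uM. Incubation: 10 min, room temperature. Detection: 380 nm excitation, 535 nm emission. Analysis: normalized response, four-parameter Hill.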
POLK inh – DNA polymerase kappa (human) inhibition; Potency, µM (doses to about 107 µM), for the others: top-dose activity, negative = inhibition, usual class: inhibitors; actives 0.53% (n = 400,000); purified Pol kappa, fluorescent DNA synthesis assay, 10 min; Q9UBT6; further: potency means the concentration at half of the fitted maximal effect; on the % scale 0 is the no-effect control and ±100 the full control effect
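10 nM Pol kappa was preincubated with compounds for 15 min at room temperature. Reaction started with 50 nM (final) substrate. Fluorescence read kinetically at 0 and 10 min.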
APE1 inh – blocks human APE1 abasic DNA cleavage | P27695 | recombinant APE1, TAMRA/BHQ-2 abasic DNA cleavage fluorescence | actives 0.35% (n = 350,000) | Potency, µM (series often up to 65.8 µM), inactives show at the highest dose activity change, negative = inhibition, usual class: inhibitors;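 further: potency means the concentration at half of the fitted maximal effect; plate controls were vehicle for no effect and reference inhibitor for full effect; nearly all actives have a fitted effect of over 55% in size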
Target sequence (P27695 whole entry, looked up): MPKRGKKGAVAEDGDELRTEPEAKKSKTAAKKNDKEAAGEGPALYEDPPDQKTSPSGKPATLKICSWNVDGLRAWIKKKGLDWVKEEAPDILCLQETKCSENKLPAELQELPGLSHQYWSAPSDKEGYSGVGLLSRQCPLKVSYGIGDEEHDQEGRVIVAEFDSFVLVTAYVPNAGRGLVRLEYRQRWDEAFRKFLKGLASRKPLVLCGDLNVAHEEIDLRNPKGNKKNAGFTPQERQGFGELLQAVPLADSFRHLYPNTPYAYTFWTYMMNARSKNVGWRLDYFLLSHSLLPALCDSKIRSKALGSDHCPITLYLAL
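Quantitative HTS: incision of a TAMRA/BHQ-2 double-stranded substrate bearing a tetrahydrofuran abasic site by 0.75 nM APE1 raises fluorescence. Substrate 50 nM final, added after 15 min compound preincubation at room temperature; progress as third-minus-first kinetic read difference.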
POLI inh – blocks human DNA polymerase iota activity. Q9UNA4. Pol iota fluorescent replication assay, 10 min. Potency, µM (doses to about 115 µM), inactives show top-dose activity, negative = inhibition, hits mostly inhibitors. actives 1% (n = 390,000); further: potency means the concentration at half of the fitted maximal effect
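Pol iota at 10 nM preincubated 15 min with compounds at room temperature; reaction started with fluorescent substrate, 50 nM final. Fluorescence read kinetically at 0 and 10 min; buffer-only wells as negative control.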
Pol eta inh – inhibitors of human DNA polymerase eta; AID 588591; Potency, µM (top dose mostly 114 µM), for inactives: at the highest dose activity change, negative = inhibition, hits mostly inhibitors; actives 1.2% (n = 390,000); recombinant Pol eta, fluorescent DNA replication assay; further: potency means the concentration at half of the fitted maximal effect; on the % scale 0 is the no-effect control and ±100 the full control effect
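Fluorescent replication assay: 50 nM final substrate added after a 15 min room-temperature compound preincubation with 10 nM enzyme. Signal taken at 0 min and again at 10 min.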
POLB inh – inhibitors of human DNA polymerase beta; P06746; Pol beta primer extension/strand displacement, fluorescence kinetic; Potency, µM (series often up to 114 µM), for inactives: at the top dose activity change, negative = inhibition, most hits filed as inhibitors; actives 1.3% (n = 340,000); AID 485314; further: potency means the concentration at half of the fitted maximal effect; on the % scale 0 is the no-effect control and ±100 the full control effect
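Reaction started by 50 nM substrate onto compound-treated Pol beta (10 nM, 15 min preincubation, room temperature); plates read at 0 min and 10 min. Normalized concentration-effect data fitted by four-parameter Hill equation.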
RXFP1 antagonist – blocks the human relaxin receptor RXFP1. Q9HBX9. HEK293-RXFP1, relaxin-stimulated cAMP HTRF, 30 min; stronger effect = lower value. activity change, negative = inhibition, % at 57.5 µM. actives 0.59% (n = 350,000). AID 1259400;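 active means activity change of -60% or lower, but not beyond a set lower limit; inconclusive means change between -60% and -40%, or beyond the set limit; inactive means change above -40%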; further: on the % scale 0 is the no-effect control and ±100 the full control effect
Target sequence (Q9HBX9 whole entry, looked up): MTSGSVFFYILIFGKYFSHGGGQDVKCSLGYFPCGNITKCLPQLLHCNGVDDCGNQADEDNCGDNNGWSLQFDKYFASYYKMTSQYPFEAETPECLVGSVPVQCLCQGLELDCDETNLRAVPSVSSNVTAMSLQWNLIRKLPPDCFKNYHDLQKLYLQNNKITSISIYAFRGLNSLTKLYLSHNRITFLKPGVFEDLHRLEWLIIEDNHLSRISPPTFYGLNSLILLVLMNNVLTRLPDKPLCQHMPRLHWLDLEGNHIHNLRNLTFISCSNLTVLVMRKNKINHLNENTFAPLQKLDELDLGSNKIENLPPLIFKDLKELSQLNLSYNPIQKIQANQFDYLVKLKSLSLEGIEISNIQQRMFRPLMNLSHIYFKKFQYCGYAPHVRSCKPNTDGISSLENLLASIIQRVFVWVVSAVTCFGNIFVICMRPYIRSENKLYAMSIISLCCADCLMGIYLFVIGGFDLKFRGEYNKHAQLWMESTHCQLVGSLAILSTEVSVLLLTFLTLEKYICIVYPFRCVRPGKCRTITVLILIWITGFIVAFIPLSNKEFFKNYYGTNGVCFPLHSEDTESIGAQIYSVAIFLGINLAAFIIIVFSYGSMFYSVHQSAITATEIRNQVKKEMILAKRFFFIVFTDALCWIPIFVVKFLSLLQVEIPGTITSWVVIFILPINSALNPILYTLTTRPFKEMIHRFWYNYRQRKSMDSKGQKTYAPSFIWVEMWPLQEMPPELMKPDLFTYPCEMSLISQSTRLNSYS
Starred values were filed as active, the others as inactive; i = inactive; ? = inconclusive; . = not tested or not shown; & = joins results of further samples; [ ] = another dose, or the depositor's remark. Unless noted, the call rests on the fitted dose curve; in most records, active means well fitted curve in the direction sought with a large enough effect; inconclusive means small, poorly fitted or top-dose-only effect, or another doubt; inactive means no such curve, though single readings can be large; an effect the other way counts as inactive or inconclusive. Only part of the results is shown; count on the stated rates, not on these rows.

Molecule,PGK inhibitor,BLM inh,Anesthetic bind,POLK inh,APE1 inh,POLI inh,Pol eta inh,POLB inh,RXFP1 antagonist
O=[N+]([O-])c1ccc(Oc2ncccn2)cc1,-3%,.,.,-2%,.,-2%,-1%,.,-3
CNC(=O)C(NC(=O)c1ccccc1)=C(C)C,-1%,0%,5%,-8%,14%,0%,-11%,79%,7
CC(=O)c1cnc2nc(SCc3ccc(C)cc3)nn2c1C,3%,-9%,?,-1%,20%,106%[activator],7%,-18%,-5
CCN1CCC(N(Cc2ccc3c(c2)OCO3)C(=O)Nc2cccc(C)c2C)CC1,-3%,2%,-4%,-5%,.,-12%,-21%,-1%,-11
c1ccc2c(c1)ccc1nnc(SCc3ccc4c(c3)OCO4)n12,0%,1%,-14%,-15%,22%,-3%,-4%,6%,.
N#Cc1cc(C(=O)c2cc(Br)ccc2O)cn(Cc2ccccc2)c1=O,6%,-9%,-16%,-27%,9%,34%[activator],-16%,1%,-2
COCCN(CCOC)c1nc(N)c2c(N)nc3c(c2c1C#N)CC(=O)N3Cc1ccc(Cl)cc1,-5%,-3%,-8%,-14%,7%,30%,-8%,37%,-3
COc1ccc(NS(=O)(=O)c2ccc(C)c(C(=O)N(C)CC(=O)Nc3cccc(OC)c3)c2)cc1,-1%,.,.,-12%,-10%,8%,-14%,.,-28
Cc1cc(C)nc(N/N=C/c2ccc(Cl)cc2)n1,0%,8%,-2%,3%,-2%,7%,-19%,1%,-5
O=C(CN1C(=O)C2CC=CCC2C1=O)Nc1nnc(SCc2ccc(F)cc2)s1 (stereo not drawn),-5%,-2%,-17%,-8%,0%,-10%,3%,3%,15
COc1ccc(Cl)c2sc(N(CCN(C)C)C(=O)c3ccc4c(c3)OCCO4)nc12,1%,.,.,-14%,-5%,8%,-15%,.,7
CN(CC(=O)NCCc1ccc(S(N)(=O)=O)cc1)CC(=O)Nc1ccc(F)c(F)c1F,i,.,.,-2%,16%,26%,-9%,.,-15
CCOC(=O)c1c(NC(=O)c2ccc(Br)o2)sc2c1CCCC2,i,0%,-1%,0%,8%,36%[activator],-11%,24%,9
CSc1nc(C(=O)N2CCCC(C(=O)c3ccc(Cl)cc3)C2)cs1 (stereo not drawn),-5%,-10%,-18%,1%,-4%,23%,-4%,41%,2
COc1ccc(/C=C2/C(=O)N(Cc3ccccc3)N=C2C)cc1,i,-1%,-7%,-3%,4%,22µM*,-18%,70%,-15
Cc1ccc(C2C3CN(C(C)C)CC=C3C(C#N)=C(N)C2(C#N)C#N)cc1 (stereo not drawn),-7%,-1%,39%[activator],-8%,1%,23%,-1%,-1%,-14
C=CC(C)(C)c1[nH]cnc1/C=C1\NC(=O)C(C(C)C)NC1=O (stereo not drawn),-8%,-1%,2%,-3%,15%,33%[activator],-13%,31%,4
COc1ccc2c(c1)OC(O)(C(F)F)CC2=O (stereo not drawn),i,1%,-1%,-2%,-1%,26%,-3%,-25%,6
O=c1[nH]c(C2CCN(S(=O)(=O)c3ccc(S(=O)(=O)NC4CC4)cc3)CC2)nc2c1nnn2Cc1ccc(F)cc1,i,-4%,-12%,4%,38%,-23%,?,8%,-14
Cc1ccc(-n2nnc3c(=O)n(CC(=O)NCc4ccco4)cnc32)cc1,-5%,-3%,-5%,2%,-5%,3%,-11%,?,-1
COc1ccc(N2CC(C(=O)N(CC(C)C)c3c(N)n(Cc4ccccc4)c(=O)[nH]c3=O)CC2=O)c(OC)c1 (stereo not drawn),-10%,.,.,-6%,24%,18%,-18%,.,2
O=C(NC(Cc1c[nH]c2ccccc12)C(=O)N/N=C/c1cccc2ccccc12)c1cccs1 (stereo not drawn),3%,-9%,6%,-12%[60.1 µM],-4%,-4%,-6%,3%,-13
O=C(CCS(=O)(=O)Cc1ccccc1)Nc1ccc2c(c1)OCCO2,7%,-5%,-7%,0%,1%,62%[activator],-14%,3%,-9
O=C(CC12CC3CC(C1)CC(CC(=O)NC1=NCCS1)(C3)C2)NC1=NCCS1,-1%,0%,-13%,-2%,1%,51%[activator],-2%,-1%,1
C/C(=C\c1ccco1)CN1CCN(Cc2ccc(C)o2)C(CCO)C1 (stereo not drawn),3%,-3%,-7%,-11%,1%,61%[activator],7%,?,-18
Cc1cccc(NC(=S)NN2CCOCC2)c1C,3%,-4%,-9%,-12%,6%,3%,-12%,0%,-4
COC(=O)Nc1ccc2c(c1)N(C(=O)CCN1CCN3CCCC3C1)c1ccccc1S2 (stereo not drawn),6%,3%,-20%,-9%,2%,?,-22%,4%,6
CCC(=O)N1CCc2cc(Br)cc(S(=O)(=O)NCc3ccc(Cl)cc3)c21,1%,-4%,-5%,-8%,.,-4%,-12%,?,.
COCC(C)NC(=O)c1ccc(Cl)c(Cl)c1 (stereo not drawn),-9%,2%,5%,-6%,-3%,-8%,-11%,19%,-5
Cc1ccc(S(=O)(=O)NCCNC(=O)CN2CCCC2)cc1,-6%,0%,1%,-3%,2%,9%,-11%,29%,11

Molecules shown so far containing a furan ring, fused or not:
Molecule,PGK inhibitor,BLM inh,Anesthetic bind,POLK inh,APE1 inh,POLI inh,Pol eta inh,POLB inh,RXFP1 antagonist
CCOC(=O)c1c(NC(=O)c2ccc(Br)o2)sc2c1CCCC2,i,0%,-1%,0%,8%,36%[activator],-11%,24%,9
Cc1ccc(-n2nnc3c(=O)n(CC(=O)NCc4ccco4)cnc32)cc1,-5%,-3%,-5%,2%,-5%,3%,-11%,?,-1
C/C(=C\c1ccco1)CN1CCN(Cc2ccc(C)o2)C(CCO)C1 (stereo not drawn),3%,-3%,-7%,-11%,1%,61%[activator],7%,?,-18

(list continues)
Molecule,PGK inhibitor,BLM inh,Anesthetic bind,POLK inh,APE1 inh,POLI inh,Pol eta inh,POLB inh,RXFP1 antagonist
CN(C(=S)Nc1ccc(SC(F)F)cc1)C(c1ccccc1)c1ccccc1,-6%,-15%,-7%,4%,0%,-14%,-16%,8%,-21
COc1cccc(-c2nc3ccc([N+](=O)[O-])cc3o2)c1,-11%,1%,-7%,1%,-1%,81%[activator],-13%,4%,-14
Cc1cc2occ(CC(=O)N(CCC(C)C)c3c(N)n(Cc4ccccc4)c(=O)[nH]c3=O)c2cc1C,8%,.,.,-8%,-1%,-17%,20%,.,-1
CSc1sc(C)cc1C1C(C#N)=C(N)N(c2cccnc2)C2=C1C(=O)CCC2 (stereo not drawn),.,-7%,?,-14%,-5%,?,-2%,13%,10
Cc1ccc(S(=O)(=O)N2CCN(Cc3nc4ccccc4[nH]3)CC2)cc1C,-4%,-2%,-11%,-6%,-1%,-3%,-12%,20%,3
COc1ccc2cc3cc(C(=O)Nc4cc(OC)c(OC)c(OC)c4)oc3nc2c1,-7%,-3%,169%[activator],-7%,6%,.,-13%,-15%,4
COc1ccc(C(CCN(Cc2ccc(OC)c(OC)c2)C(C)=O)c2ccccc2)cc1 (stereo not drawn),.,-9%,-14%,-4%,-9%,?,-11%,12%[57.1 µM],-5
COC(=O)c1onc(-c2c(C)cc(C)cc2C)c1C(=O)OC,-3%,-3%,-16%,-15%,2%,5%,-7%,4%,-13
CCCN1C2CCCC1CC(NC(=S)Nc1cc(C)ccc1C)C2 (stereo not drawn),6%,3%,3%,-4%,5%,5%,-4%,-19%,3
CC(C)(C)C(=O)OCc1nc(-c2ccc3c(c2)OCCO3)cs1,.,-16%,-18%,-9%,-43%,-29%,-10%,1%,1
Cc1cc(C)cc(NC(=O)c2cccn2-c2ncc(C(F)(F)F)cc2Cl)c1,0%,-14%,?,-14%,-5%,-13%,-25%,-4%,2
CC(C)Cn1c(N)c(C(=O)COC(=O)c2cc(C(F)(F)F)nc3c(C(F)(F)F)cccc23)c(=O)n(C)c1=O,.,-10%&-6%,?,.,-5%&8%,.,.,7%,.
O=S(=O)(NCc1cccnc1)c1ccc(Cl)s1,-10%,-1%,-20%,-13%,-4%,4%,5%,8%,9
Clc1nc(-c2cccnc2)nc2scc(-c3ccccc3)c12,.,-12%,-6%,-13%,-3%,0%,-6%,-8%,-17
N#Cc1cc(Nc2c(N)nc[nH]c2=O)c([N+](=O)[O-])cc1C#N,-3%,-8%,-6%,-18%,-22%,?,-6%,22%,0
CCCCc1nn2c(=O)cc(COC(=O)c3ccc(NC(=O)CCc4ccccc4)cc3)nc2s1,-3%,-8%,-9%,-5%[60.1 µM],.,-1%,-5%,8%,-1
COc1ccc(OC)c(S(=O)(=O)N2CCC(C(=O)N3CCCCCC3)CC2)c1,2%,-5%,0%,-14%,4%,-4%,-11%,28%,2
CCCCN(C)C(=O)c1nc2ccccn2c1CN1CCN(C/C=C/c2ccccc2)CC1,-1%,-2%,-1%,0%,-4%,53%[activator],-22%,?,-9
Cn1c(N)c(N2CCCCC2)c(=O)n(CC(=O)Nc2ccc(Cl)c(Cl)c2)c1=O,-3%,-10%,-17%,-16%,-3%,3%,-9%,0%,-12
Cc1cc(-c2ccccc2)nc2cc(C(=O)N(Cc3ccccc3)Cc3ccccc3)nn12,5%,-11%,-14%,-4%,-7%,-8%,?,-4%,-9
COc1ccc(C(=O)Nc2ccc(NC(=O)c3cccs3)cn2)cc1,-9%,-14%,-10%,-19%,10%,43%[activator],-7%,?,-23
COCCNC(=O)C(NC(=O)C1CCC(C)CC1)C(C)C (stereo not drawn),-10%,1%,2%,5%,4%,-18%,-17%,44%[activator],3
O=C(CSc1nnc(NC(=O)c2cccc(Br)c2)s1)NCC1CCCO1 (stereo not drawn),-1%,-2%,-4%,0%,66%,12%,-12%,2%,-8
COc1ccc(C(=O)Nc2cccc(C(C)=O)c2)c(OC)c1OC,3%,0%,-14%,-1%,1%,10%,-6%,24%,1

Assay outcomes from PubChem BioAssay.
